# HDAC3 inh – HDAC3 deacetylase inhibitors, primary screen, biochemical, fluorescence, cell-free homogeneous. Histone deacetylase 3 (Homo sapiens), O15379. recombinant HDAC3, fluorogenic peptide/trypsin coupled. inhibition, % at 8.3 µM. 0.15% of 320,000 active. AID 2718, 2010; in the data active means inhibition above about 26%, passing the limit was not always enough; inconclusive means no clear call, values can overlap the other calls
# Target sequence (O15379 whole entry, looked up): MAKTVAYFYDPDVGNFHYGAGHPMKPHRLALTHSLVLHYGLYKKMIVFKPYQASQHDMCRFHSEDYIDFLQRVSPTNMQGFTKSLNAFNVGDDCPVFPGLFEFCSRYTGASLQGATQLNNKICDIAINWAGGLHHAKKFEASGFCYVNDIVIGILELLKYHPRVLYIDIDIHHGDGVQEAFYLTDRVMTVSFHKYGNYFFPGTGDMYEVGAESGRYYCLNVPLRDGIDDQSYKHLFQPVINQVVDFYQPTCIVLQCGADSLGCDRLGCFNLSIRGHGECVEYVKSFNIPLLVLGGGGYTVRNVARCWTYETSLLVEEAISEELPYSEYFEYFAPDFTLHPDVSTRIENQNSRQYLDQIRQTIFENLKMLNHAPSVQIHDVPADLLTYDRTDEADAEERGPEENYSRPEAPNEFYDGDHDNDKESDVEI
# GSK3A inh – blockers of GSK3A enzyme activity – biochemical, luminescence, cell-free homogeneous, HTS, primary screen; Glycogen synthase kinase-3 alpha (Homo sapiens), P49840; GSK-3 alpha kinase, ADP-Glo luminescence, 60 min; inhibition, % at 10 µM; 0.1% of 320,000 active; AID 2650, 2010;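 in the data active means inhibition above about 50%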;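 further: GST-tagged GSK-3 alpha with peptide substrate and 25 µM ATP; 0% = DMSO neutral wells and 100% = GW8510 positive control wells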
# Target sequence (P49840 whole entry, looked up): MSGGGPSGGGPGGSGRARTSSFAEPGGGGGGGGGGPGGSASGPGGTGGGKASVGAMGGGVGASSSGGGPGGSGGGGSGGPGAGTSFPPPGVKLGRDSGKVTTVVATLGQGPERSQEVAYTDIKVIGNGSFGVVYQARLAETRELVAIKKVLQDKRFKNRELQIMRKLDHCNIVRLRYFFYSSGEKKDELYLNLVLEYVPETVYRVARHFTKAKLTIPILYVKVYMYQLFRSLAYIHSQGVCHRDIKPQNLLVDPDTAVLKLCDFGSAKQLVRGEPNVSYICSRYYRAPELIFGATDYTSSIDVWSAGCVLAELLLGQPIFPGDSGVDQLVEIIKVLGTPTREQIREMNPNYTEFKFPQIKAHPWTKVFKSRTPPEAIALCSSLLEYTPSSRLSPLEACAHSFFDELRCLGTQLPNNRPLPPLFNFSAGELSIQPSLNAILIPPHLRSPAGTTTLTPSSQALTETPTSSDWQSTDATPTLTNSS
# DYRK1A inh – rat Dyrk1A kinase inhibitors, primary screen, biochemical, single point, plate reader | Dual specificity tyrosine-phosphorylation-regulated kinase 1A (Rattus norvegicus), Q63470 | inhibition, % at 12.5 µM | 0.43% of 310,000 active | ADP-Glo luminescence, NFATc1 peptide; in the data active means inhibition above about 50%;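 further: plate controls were vehicle with enzyme for no effect and no enzyme for full effect; many of its hits are not listed in these tables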
# An asterisk follows results filed as active; u = inconclusive. This is a subset, so the mix of outcomes need not match the whole.
DYRK1A inh	GSK3A inh	HDAC3 inh	compound
1.1	0.1	1.3	Cc1ccc(S(=O)(=O)N2CCOCC2)cc1C(=O)NCCc1ccc(Cl)cc1
2.4	-0.5	-4.3	C[C@H](CO)N1C[C@H](C)[C@@H](CN(C)C(=O)Nc2ccc3c(c2)OCO3)Oc2ccc(NS(=O)(=O)c3cn(C)cn3)cc2C1=O
6.0	-0.9	6.1	C=CC[C@@H](CC(=O)N[C@@H](CO)Cc1ccccc1)C(=O)N[C@@H](COC(=O)[C@@H](CC=C)Cc1ccc(F)cc1)Cc1c[nH]c2ccccc12
-5.8	-1.2	8.3	Cc1ccc(COn2nnc3ccc(S(=O)(=O)N4CCOCC4)cc32)cc1
-2.4	7.3	-3.6	CC(=O)NS(=O)(=O)c1ccc(NC(=O)c2cccc(OCc3c(C)noc3C)c2)cc1
-2.6	0.5	0.3	CCOc1ccc(CCNC(=O)c2cccc(-n3cnnn3)c2)cc1OCC
-5.8	-2.3	-2.1	C[C@@H]1CN([C@@H](C)CO)C(=O)Cc2cc(NS(=O)(=O)c3cn(C)cn3)ccc2O[C@@H]1CN(C)C(=O)Nc1ccccc1
-4.9	-3.3	3.5	COc1ccc(CN(C)CC(=O)NC(=O)NC2CCCCC2)cc1
10.1	1.6	6.2	O=C(CNC(=O)c1ccc2ccccc2c1)Nc1ncccc1O
-1.1	-1.3	-5.6	C[C@H]1CCC(=O)N([C@H](CSc2ccc(Br)cc2)Cc2ccccc2)CC1
-1.2	-3.1	-2.5	Cc1ccc(-n2ncc3c(=O)n(CC(=O)N4CCN(C(=O)c5ccco5)CC4)cnc32)cc1
-3.6	-5.4	0.3	Cc1ccc(CN(C)C(=O)CN2C(=O)NC3(CCCc4ccccc43)C2=O)c(C)c1 (stereo unspecified)
1.1	-0.9	5.3	O=C(C[C@H]1C/C=C\C[C@H](Cc2ccc(F)cc2)C(=O)O[C@@H](c2ccccc2)CNC1=O)N[C@H](CO)Cc1ccccc1
-6.0	-3.1	-2.0	C[C@H](CO)N1C[C@H](C)[C@@H](CN(C)S(=O)(=O)c2cccs2)Oc2c(NC(=O)Nc3ccccc3)cccc2C1=O
11.6	-3.8	-3.6	C[C@H](CO)N1C[C@H](C)[C@@H](CN(C)CC2CCCCC2)Oc2c(NS(=O)(=O)c3cn(C)cn3)cccc2C1=O
-2.6	1.1	1.6	CC(C)(C)NC(=O)CSc1nc2cc(S(=O)(=O)N3CCCCC3)ccc2o1
1.3	-1.5	0.0	O=C(c1cncc(Br)c1)N1CCN(S(=O)(=O)c2ccc3ccccc3c2)CC1
-1.2	10.2	-3.4	CN(C)C(CNC(=O)CN1C(=O)NC2(CCCC2)C1=O)c1ccccc1 (stereo unspecified)
-5.6	0.3	0.0	CCOC(=O)c1cccc(-n2cccc2/C=C2\NC(=O)N(CC(=O)O)C2=O)c1
-1.0	-0.8	4.4	Cc1cc(C)cc(NC(=O)COC(=O)CC2CCCC2)c1
-1.6	-0.8	8.7	COc1ccc(/C=C/C(=O)OCC(=O)Nc2cccc(S(=O)(=O)NC3=NCCCCC3)c2)cc1
-1.0	-0.6	2.0	C[C@@H]1O[C@@H](O[C@H]2[C@H](O[C@H]3C[C@]4(C)C(C[C@@H](O)C5C([C@]6(C)CC[C@@H](C(C)(C)O)O6)CC[C@]54C)[C@@]4(C)CC[C@H](O)C(C)(C)C34)O[C@H](CO)[C@@H](O)[C@@H]2O)[C@H](O)[C@H](O)[C@H]1O (stereo partly specified)
-11.2	4.5	-5.9	COc1ccc([C@H]2CC(=O)C=C(c3ccc(O)cc3)C2)cc1OC
-7.5	0.5	5.7	COc1ccc(NC(=O)COC(=O)c2ccc(N3CCCC3=O)cc2)cc1
-0.2	-3.6	-4.3	CCOC(=O)[C@@H]1[C@H]2COc3cc(OC)ccc3[C@@H]2N2C(=O)N(c3cccc(C)c3)C(=O)[C@]12C
-0.4	-4.6	-0.8	CSCCC(NC(=O)c1ccco1)C(=O)OCC(=O)N1c2ccccc2NC(=O)C1(C)C (stereo unspecified)
-5.7	4.1	6.1	Cc1cc(Cl)ccc1OCC(=O)OCC(=O)N1CCC(C(N)=O)CC1
6.1	-0.3	1.2	COc1ccc(-n2c(SCC(=O)NC3CC3)nc3ccccc3c2=O)cc1OC
1.8	-2.0	1.5	N#Cc1c([N+](=O)[O-])cc([N+](=O)[O-])cc1S(=O)(=O)Cc1ccccc1
4.9	-0.9	10.6	O=C(CCN1C(=O)C2CC=CCC2C1=O)Nc1cccc(S(=O)(=O)N2CCCCC2)c1 (stereo unspecified)
-2.5	-1.2	2.9	Cc1nn(CC(=O)N(C)C2(C#N)CCCCC2)c(C)c1[N+](=O)[O-]
3.8	-2.2	0.1	O=C(c1ccc2n[nH]nc2c1)N1CCN(c2ccc(C(F)(F)F)cn2)CC1
0.5	-1.6	-0.7	CCN(CC(=O)NCc1cccs1)C(=O)CCCOc1ccccc1
0.4	-0.7	-3.9	Cc1cc(C(=O)CSc2nc(N)cc(=O)[nH]2)c(C)n1CC1CCCO1 (stereo unspecified)
-0.2	0.8	3.7	COc1ccccc1CNC(=O)COC(=O)c1ccncc1
8.5	-3.4	0.9	OC[C@H]1O[C@@H](Oc2ccc3cc(Br)ccc3c2)[C@H](O)[C@@H](O)[C@H]1O
11.1	-31.2	10.9	Cc1ccc(NC(=O)c2cccc(C(F)(F)F)c2)cc1NC(=O)c1[nH]cnc1C(N)=O
-2.7	-1.8	-1.6	Cc1ccc(C)c(NC(=O)CN(C)C(=O)CC2OC(=O)c3ccccc32)c1 (stereo unspecified)
-4.2	-0.9	u	COc1cc2cnc(-c3ccccc3)c(-c3cccc(C(F)(F)F)c3)c2cc1OC
-3.8	-0.7	5.3	CCN(C(=O)CSc1nnc(-c2ccc(F)cc2)n1C)C1CCS(=O)(=O)C1 (stereo unspecified)

# Complete entries, looked up by structure:
# `Cc1cc(C(=O)CSc2nc(N)cc(=O)[nH]2)c(C)n1CC1CCCO1` (stereo unspecified) in the list: DYRK1A inh: 0.4; GSK3A inh: -0.7; HDAC3 inh: -3.9
# `COc1ccccc1CNC(=O)COC(=O)c1ccncc1` in the list: DYRK1A inh: -0.2; GSK3A inh: 0.8; HDAC3 inh: 3.7

# Other results.
DYRK1A inh	GSK3A inh	HDAC3 inh	compound
11.6	-2.0	0.9	C[C@H]1NC(=O)[C@@]2(C)[C@@H](c3ccccc3)[C@H]3COc4ccccc4[C@H]3N2C1=O
0.5	0.5	-3.9	Cc1cccc(Oc2ccc(NC(=O)C3=CC=CN4CCS(=O)(=O)N=C34)cc2)c1
-1.9	-2.8	13.0	COc1ccccc1-c1sc2cc3c(cc2c1-c1ccc(O)cc1)OCO3
-6.5	-1.0	0.9	O=C(CSc1nnc2ccccn12)Nc1ccc(N2CCOCC2)cc1
-2.1	-1.3	14.2	Nc1ccc(C(=O)OCC(=O)Nc2cccc(S(=O)(=O)NC3=NCCCCC3)c2)cc1[N+](=O)[O-]
6.7	-1.7	2.7	Cc1nnc(SCC(=O)N(C)C2CCCCC2)n1C
12.0	1.8	-1.4	Cc1cccc(C(=O)O[C@H]2[C@H](C)NS(=O)(=O)[C@H]3CC4C=C[C@]23O4)c1
-0.9	-2.6	-2.5	O=C(/C=C/c1cccc(F)c1)OCC(=O)N1CCc2ccccc21

# Entries listed so far containing bromine (3):
DYRK1A inh	GSK3A inh	HDAC3 inh	compound
-1.1	-1.3	-5.6	C[C@H]1CCC(=O)N([C@H](CSc2ccc(Br)cc2)Cc2ccccc2)CC1
1.3	-1.5	0.0	O=C(c1cncc(Br)c1)N1CCN(S(=O)(=O)c2ccc3ccccc3c2)CC1
8.5	-3.4	0.9	OC[C@H]1O[C@@H](Oc2ccc3cc(Br)ccc3c2)[C@H](O)[C@@H](O)[C@H]1O

# The listing picks up with the 2 entries that preceded the break.
DYRK1A inh	GSK3A inh	HDAC3 inh	compound
12.0	1.8	-1.4	Cc1cccc(C(=O)O[C@H]2[C@H](C)NS(=O)(=O)[C@H]3CC4C=C[C@]23O4)c1
-0.9	-2.6	-2.5	O=C(/C=C/c1cccc(F)c1)OCC(=O)N1CCc2ccccc21
-6.1	-2.9	7.3	CCCCCCCNC(=O)C1(CC2CC(c3cccc(Br)c3)=NO2)CCN(C(=O)C2(C)CC2)CC1 (stereo unspecified)
-3.3	-2.0	6.3	CCOc1ccccc1C(=O)OC(C)C(=O)Nc1ccc(S(=O)(=O)N2CCCC2)cc1 (stereo unspecified)
0.7	0.6	8.3	CN(CC(=O)Nc1cccc(F)c1)C(=O)C1CCN(C(=O)c2ccc(Cl)cc2)CC1
-0.7	-1.6	-9.5	O=C(COc1cccc(C(F)(F)F)c1)NCC(c1ccco1)N1CCCC1 (stereo unspecified)
-2.1	1.2	-1.0	COc1ccc(NC(=O)c2ccc(NC(=O)c3nc4nccc(C)n4n3)cc2)cc1
1.3	-1.0	9.4	Cc1ccc(NC(=O)COC(=O)c2ccc[n+]([O-])c2)c(Br)c1
1.1	-3.3	0.3	CC1CC(C)CN(C(=O)COC(=O)CCC(=O)c2cccs2)C1 (stereo unspecified)
-3.3	-0.9	-6.5	NS(=O)(=O)c1cccc(NC(=O)CSc2nnc(C3CC3)n2-c2ccccc2)c1

# 3 compounds drawn at random from those above:
DYRK1A inh	GSK3A inh	HDAC3 inh	compound
-3.3	-0.9	-6.5	NS(=O)(=O)c1cccc(NC(=O)CSc2nnc(C3CC3)n2-c2ccccc2)c1
-2.1	1.2	-1.0	COc1ccc(NC(=O)c2ccc(NC(=O)c3nc4nccc(C)n4n3)cc2)cc1
-0.7	-1.6	-9.5	O=C(COc1cccc(C(F)(F)F)c1)NCC(c1ccco1)N1CCCC1 (stereo unspecified)

# (listing goes on)
DYRK1A inh	GSK3A inh	HDAC3 inh	compound
-0.4	2.3	-0.2	CC(=O)Nc1ccc(C(=O)OCC(=O)Nc2c(C)n(C)n(-c3ccccc3)c2=O)cc1
4.4	-2.8	6.2	CCN1C(=O)[C@H]2[C@@H](c3ccc(-c4ccc5c(c4)OCO5)cc3)N[C@@](Cc3ccccc3)(C(=O)OC)[C@H]2C1=O
10.4	-2.0	-6.9	CCOC(=O)C1=CC[C@@H](c2cc3ccc(OC)cc3n2C)N(S(=O)(=O)c2ccc(C)cc2)[C@H]1C(=O)OCC
-0.6	1.3	0.7	O=C(OCC(=O)N1CCCCCC1)c1ccc(Cl)nc1
2.7	10.7	1.5	Cc1cc(Br)ccc1SCC(=O)NNC(=O)c1ccco1
-2.6	-0.5	-15.5	NC(=O)C1Cc2ccccc2CN1C(=O)c1cc(C2CC2)nn1-c1ccccc1 (stereo unspecified)
-6.3	-5.4	-3.6	CCN(C(=O)CSc1nnc(SC)s1)c1c(N)n(Cc2ccccc2)c(=O)[nH]c1=O
9.8	-0.6	-8.4	O=C(NNC(=O)c1cccc(S(=O)(=O)Nc2ccc(Cl)cc2)c1)c1ccc(=O)[nH]c1
4.1	2.4	-2.0	Cc1ccsc1C(=O)NNC(=O)c1ccccc1F
13.8	-2.3	0.6	Cc1noc(C)c1COc1ccc(C(=O)NNC(=O)c2ccccc2F)cc1
-5.4	1.9	-12.0	N#Cc1cnn2c(-c3cccc([N+](=O)[O-])c3)ccnc12
6.9	0.4	1.2	Cc1cc(C(=O)CN2C(=O)C(=O)N(Cc3ccco3)C2=O)c(C)n1CCc1ccc(F)cc1
0.2	-1.1	-0.5	COc1ccc(CC(=O)OCC(=O)NC2CC2)cc1
1.1	-0.6	-0.7	Cc1ccc(C(=O)CCC(=O)N2CCC(C(N)=O)CC2)s1
-2.9	-0.9	-8.1	CCCn1c(SCC(=O)N2CC(=O)Nc3ccccc32)n[nH]c1=O
6.9	-0.2	0.8	CC1CCCCN1C(=O)c1ccc(C(=O)Nc2ccc(F)cc2)cc1 (stereo unspecified)
0.9	-2.9	2.4	CC1(C)CC2CC(C)(CN2C(=O)COC(=O)c2cccc(O)c2)C1 (stereo unspecified)
-1.5	4.1	3.3	COc1cc(CC(=O)OCC(=O)Nc2ccc(N(C)C)cc2)cc(OC)c1OC
6.2	-1.6	9.8	CCc1ccc(N2CC(C(=O)OCC(=O)Nc3ccc([N+](=O)[O-])cc3)CC2=O)cc1 (stereo unspecified)
2.6	1.7	-0.7	CN(c1ccccc1)S(=O)(=O)c1cccc(NC(=O)CN2C(=O)NC3(CCCCC3)C2=O)c1
0.3	-2.1	1.2	C[C@H](CO)N1C[C@H](C)[C@@H](CN(C)Cc2ccccc2)Oc2c(NS(=O)(=O)c3ccccc3)cccc2C1=O
9.6	0.0	-0.3	COc1ccccc1NC(=O)COC(=O)c1[nH]c(=O)[nH]c(=O)c1N
-1.3	-3.6	6.3	CCOC(=O)c1c(C)[nH]c(C(=O)CN(C)CC(=O)Nc2ccccc2Cl)c1C
-0.1	0.2	-43.3	NC(=O)C1CCN(C(=O)c2cc(-c3ccc(Cl)s3)nc3ccccc23)CC1
0.3	-1.6	8.6	Cc1ccc(C)c(S(=O)(=O)N2CCN(c3ncnc4sccc34)CC2)c1
-6.1	-1.5	8.1	CCOc1ccc(S(=O)(=O)N(C)c2ccc(OCC(=O)NCC3CCCCC3)cc2)cc1
-1.2	3.4	1.1	O=C(COc1ccc(Br)cc1CO)Nc1ccc(S(=O)(=O)N2CCCCC2)cc1
4.3	-2.0	-0.7	CCCCn1c(N)c(N(CCC(C)C)C(=O)C2=NN(c3ccccc3)C(=O)CC2)c(=O)[nH]c1=O
-5.0	2.3	-9.5	O=C(/C=C/c1ccccc1)OCC(=O)N1CCCC1
-1.5	-3.2	7.5	COC(=O)[C@]1(C)CCC[C@@]2(C)C3CC[C@@]4(C)C[C@]3(CCC21)CC4=NO (stereo partly specified)

# Screens: PubChem BioAssay, Broad Institute
